Screening results: PubChem, National Center for Advancing Translational Sciences (NCATS)
ALOX12 inh: inhibitors of human 12S-lipoxygenase ALOX12; purified 12hLO, xylenol orange hydroperoxide absorbance; 580,000 compounds, 1.1% hits; P18054; AID 1671190; Potency, µM (highest dose often 108 µM), for the others: at the top dose activity change, negative = inhibition, hits mostly inhibitors; active = well fitted inhibition curve with a large enough effect; inconclusive = small, poorly fitted or top-dose-only effect, or another doubt; inactive = no such curve, though single readings can be large or run the other way
Target sequence (P18054 whole entry, looked up): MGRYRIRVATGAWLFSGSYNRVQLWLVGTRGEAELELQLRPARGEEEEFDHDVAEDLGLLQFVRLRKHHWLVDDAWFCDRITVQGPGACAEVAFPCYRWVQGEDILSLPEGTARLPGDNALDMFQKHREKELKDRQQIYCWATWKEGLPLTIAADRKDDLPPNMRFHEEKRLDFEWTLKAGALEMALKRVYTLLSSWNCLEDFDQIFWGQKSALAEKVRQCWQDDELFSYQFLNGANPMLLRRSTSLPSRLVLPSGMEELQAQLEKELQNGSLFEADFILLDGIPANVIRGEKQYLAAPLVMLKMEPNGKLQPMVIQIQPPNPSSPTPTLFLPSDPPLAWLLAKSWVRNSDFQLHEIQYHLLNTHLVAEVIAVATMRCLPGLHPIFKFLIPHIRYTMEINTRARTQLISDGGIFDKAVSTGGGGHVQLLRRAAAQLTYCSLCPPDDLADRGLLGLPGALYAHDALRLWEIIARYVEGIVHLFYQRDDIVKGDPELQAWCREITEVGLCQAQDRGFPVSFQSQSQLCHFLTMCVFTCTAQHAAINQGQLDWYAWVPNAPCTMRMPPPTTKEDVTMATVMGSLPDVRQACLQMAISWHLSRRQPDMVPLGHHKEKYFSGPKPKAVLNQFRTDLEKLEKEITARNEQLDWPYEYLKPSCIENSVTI
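Purified human 12hLO at 150 nM in 25 mM Hepes, 0.01% Triton X-100, pH 7.0, preincubated 15 min at room temperature with compound. Reaction started with 40 uM arachidonic acid, 30 min at room temperature. Hydroperoxide measured by Fe-xylenol orange, 573/405 nm absorbance ratio.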
Numbers without * were called inactive; ? = inconclusive; [ ] = remark or other dose. % is scaled to controls: 0 for no effect and ±100 for the full control effect; potency is read from the fitted curve at half-maximal effect. The list is partial. The share of hits here may be higher or lower than overall.

SMILES	ALOX12 inh
CCn1nc(C(=O)OCC(=O)Nc2cc(C)on2)c2ccccc2c1=O	?
COc1ccc(C(=O)NC2CCN(c3ccc(F)cc3)C2=O)cc1 (configuration not stated)	30%
O=C(c1cc2ccccc2oc1=O)N1CCN(c2cccc(C(F)(F)F)c2)CC1	180%[activator]
COCCC1(C(=O)O)CCCN(CC(=O)NCCc2ccccc2)C1 (configuration not stated)	-1%
Cc1cccc(S(=O)(=O)N2CCc3c(C(=O)NCCCN4CCCCC4)cccc32)c1	6%
COCCOC1CCN(C(=O)Nc2ccc3c(c2)OCCO3)CC1	18%
CC(C)=CCn1cnc2c1c(=O)n(C)c(=O)n2C	-1%
CC(C)CNC(=O)CCNC(=O)NCc1nc2c(cnn2-c2ccccc2)c(=O)[nH]1	-3%
CCOCCn1c(-n2nc(C)cc2C)nc2c1c(=O)n(CCOC)c(=O)n2C	-13%
Cc1ccc(N2CCN(C(=O)c3ccc4c(c3)N(C)C3CCCCCN3C4=O)CC2)cc1 (configuration not stated)	8%
CCC(CC)C(=O)Nc1ccc2oc(-c3ccc(OC)cc3)nc2c1	0%
COc1ccc(C(=O)N2CCCC3(C2)C(=NC2CCCC2)NC(=O)N3c2cccc(OC)c2)cc1 (configuration not stated)	9%[6.33 µM]
CCOc1nc2ccccc2nc1N1CCC(C(=O)NCc2cccc(C)c2)CC1	?
CCc1nc2cc(N3CCCC(C(=O)NC(C)C)C3)cnc2nc1CC (configuration not stated)	7%
CN(C)C(=O)c1ccc(CNC(=O)C2CCCC2)cc1	34%[activator]
Cc1ccccc1NCC(=O)N1CCN(S(=O)(=O)c2ccc3ccccc3c2)CC1	?
O=C(Nc1ccccc1)N1CCCC2(CCN(C(=O)c3csnn3)CC2)C1	10%[57.4 µM]
COc1ccc(CN[C@@H]2CCC[C@@H](C(=O)NCc3cc(C)on3)CC(=O)N(C)C2)cn1	-26%[176 µM]
COc1ccccc1C1=NS(=O)(=O)N(C)C(C(=O)Nc2ccc(C(C)=O)cc2)=C1	?
Cc1ccc(C(=O)NC[C@H]2O[C@@H](CC(=O)Nc3ccccc3)[C@H](O)[C@@H]2O)cc1	5%[176 µM]
COC(=O)c1ccc2nc(C[C@@H]3C[C@@H](C(C)C)[C@H](CN(C)C)C=C3C)[nH]c2c1	17%[176 µM]
CS(=O)(=O)c1ccc(CN2CCCC(Cc3nc4ccccc4[nH]3)C2)cc1 (configuration not stated)	22%
CC(C)Oc1ccc(CNC(=O)c2noc(-c3ccc[nH]c3=O)n2)cc1	41%[activator]
O=C(c1ccccn1)N1CCC2(CC(c3cccnc3)=NO2)C1 (configuration not stated)	-15%[6.33 µM]
Cc1nsc(NC(=O)N2CCC(C(C)O)CC2)n1 (configuration not stated)	-5%
CCCNC(=O)c1ccc(S(=O)(=O)NCC2(O)CCCNC2)cc1 (configuration not stated)	-2%
COc1ccc(Oc2nc(-c3ccccc3O)nc3ccccc23)cc1	0%
COCCN1C(=O)c2ccccc2C(C(=O)NC2CCCCCC2)C12CCCC2 (configuration not stated)	41%[activator]
CCCCCc1c(C)nc(Nc2nc(C)c3ccc(CC)cc3n2)[nH]c1=O	12%
Cc1cccc(C)c1OCCN	16%
O=C(NC[C@H]1OC[C@@H](NC2CCC2)[C@@H]1O)C1CC1	40%[activator][176 µM]
Cc1nc(-c2c3n(c(=O)n(Cc4ccccc4Cl)c2=O)CCCCC3)no1	39%[activator]
Cc1ccc(-c2nc(CSc3nnc(NCc4ccccc4)s3)co2)cc1	10%
CN(C)C(=O)N1CCC(C(=O)N2CCCC(c3ccc(C(=O)O)cc3)C2)CC1 (configuration not stated)	-6%
COCC(=O)N[C@H]1CCN2C(=O)c3cc(-c4ccc(F)cc4F)ccc3NC(=O)[C@@H]2C1	2%[176 µM]
CCCCCC1CCc2nc(/C=C/c3ccccc3)ccc2C1 (configuration not stated)	23%
CC(=O)CC(C)(C)S(=O)(=O)c1cccc2c(S(=O)(=O)C(C)(C)CC(C)=O)cccc12	12%
Cc1ccccc1N1Cc2c(NC3CC3)ncnc2N(C)CC1=O	42%[activator][176 µM]
Cc1ccc(Cc2c(-c3cccc(Br)c3)nc3ccc(C)cn23)cc1	?
Cc1ccccc1Cn1cc(-c2ccncc2)cc1C(=O)N1CCCC1	62%[activator]

4 of these compounds, reformatted.
| ALOX12 inh | Molecule |
| --- | --- |
| 62%[activator] | Cc1ccccc1Cn1cc(-c2ccncc2)cc1C(=O)N1CCCC1 |
| 10% | Cc1ccc(-c2nc(CSc3nnc(NCc4ccccc4)s3)co2)cc1 |
| 2%[176 µM] | COCC(=O)N[C@H]1CCN2C(=O)c3cc(-c4ccc(F)cc4F)ccc3NC(=O)[C@@H]2C1 |
| 12% | CC(=O)CC(C)(C)S(=O)(=O)c1cccc2c(S(=O)(=O)C(C)(C)CC(C)=O)cccc12 |

The listing continues:
SMILES	ALOX12 inh
CCCS(=O)(=O)N1CCN(c2ccc(N3CCCCCC3)nn2)CC1	1%
CCn1cnc2c1c(=O)n(CC(=O)Nc1ccc(C)c(F)c1)c(=O)n2Cc1ccccc1	-75%
COCCNC(=O)[C@H]1C[C@H](Oc2ccccc2)CN1C(=O)COC	2%
O=S(=O)(N[C@@H]1C[C@H](Cn2cc(C3CC3)nn2)[C@@H](O)[C@H]1O)c1ccccc1	?
CCC(Sc1nc2nccnc2c(=O)n1Cc1ccc(OC)cc1)C(=O)Nc1ccc(OC)cc1 (configuration not stated)	-8%
FC(F)(F)c1ccccc1-c1ccc2ncnc(NCc3cccs3)c2c1	?
CC(C)(C)C1CCN2CCCC(c3ccc([N+](=O)[O-])cc3)(C1)C21OCCO1 (configuration not stated)	-23%
C[C@@H](NC(=O)c1ccccn1)c1c(-c2ccc(F)cc2)noc1C(=O)O	10%[176 µM]
Cc1occc1-c1nnc(SC(C(=O)NCc2cccnc2)C(C)C)o1 (configuration not stated)	0%
COc1ccc(C2CC(=O)C(c3ccc(C(N)=O)cc3)=CN2Cc2ccccc2)cc1 (configuration not stated)	-9%
O=C(Nc1nnc(-c2ccccc2)o1)C1CCN(S(=O)(=O)c2cccc(C(F)(F)F)c2)CC1	2%
O=C(O)c1cc(-c2ccc3cc[nH]c3c2)cc(S(=O)(=O)N2CCSCC2)c1	?
CC(C)(C)OC(=O)N[C@H]1CCCCCC=C[C@@H]2C[C@@]2(C(=O)NS(=O)(=O)C2CC2)NC(=O)[C@@H]2C[C@@H](OC(=O)N3Cc4cccc(F)c4C3)CN2C1=O	-26%[57.4 µM]
Cc1nn(CC(=O)Nc2ccc(O)cc2)c(=O)c2ccccc12	4%
CC(C)c1nc2c(c(-c3ccc(O)cc3)n1)CCN(CC1CCCCC1)CC2	11%
CCNC(=O)CSc1cc(C)c2cccc(C)c2n1	7%
OC[C@@H]1CN(Cc2ccco2)C[C@H]1c1ccncc1	36%[activator]
O=[N+]([O-])c1ccc(/C=N/O)cc1	-5%
COc1ccccc1C(=O)N1C[C@H](c2nc(-c3ccncc3)no2)[C@@H](C)C1	3%
COC(=O)c1cnc(/C=C/c2cccc(OC(C)C(=O)O)c2)s1 (configuration not stated)	?
Cc1nn(-c2ccccc2)c(Oc2ccccc2F)c1CCC(=O)N1CCSCC1	?
CC1=C(C(=O)OC(C)C)C(c2ccccc2F)N2C(CC(=O)N3CCOCC3)=CSC2=N1 (configuration not stated)	-3%
CCNC(=O)N1CC[C@H]2CC(=O)N(Cc3cccnc3)CC[C@H]2C1	-10%[176 µM]
COc1cc(/C=C/C(=O)O)cc(Br)c1OC(C)C	0%
C[S+](=O)([O-])N1CCC2(CC1)CN(C(=O)c1c[nH]c3ccccc13)Cc1ccccc1O2	12%[6.33 µM]
CC(C)NC(=O)C1(C)CSCC(=O)N1Cc1cccc(C(F)(F)F)c1 (configuration not stated)	8%
Cc1oc2cc(OCC(=O)Nc3ccc(F)cc3F)ccc2c(=O)c1Oc1ccccc1F	11%
CNC(=O)[C@@H]1C[C@H](Oc2ccccc2)CN1S(=O)(=O)Cc1ccccc1	15%
CNc1c(NC(=O)c2ccc(Br)o2)c(=O)oc2ccccc12	8%
Cc1cccc(-n2nc(C)c(CCC(=O)N(C)C(C)C)c2Oc2ccccc2C)c1	?
O=C(COc1ccc(F)cc1Cl)NCc1cccc(NC(=O)C2CC2)c1	-15%
CC(C)(O)C#Cc1ccc(CN2CC[C@@H](c3ccc(F)cc3)[C@H](O)C2)s1	38%[activator]
CNC(=O)N1CCC(C2CCN(S(=O)(=O)c3ccc4c(c3)CCC4)C2)CC1 (configuration not stated)	?
Cc1sc(NC(=O)c2cccs2)c(C#N)c1C	?
Cc1ccc(-c2cc(C(=O)NC3CCC(C)CC3)c3ccccc3n2)cc1C (configuration not stated)	-13%
CCn1nc(C(=O)Nc2cc(S(=O)(=O)N(C)C)ccc2C)c2ccccc2c1=O	?
COc1cc(C)c2c(c1C)C[C@H](C(C)C(=O)N1CCN(c3ccc(F)cc3)CC1)CC2 (some centres not stated)	?
O=C(NCc1cccc(F)c1)C1CCN(C(=O)c2ncn3c2COC(c2ccccc2)C3)CC1 (configuration not stated)	6%
Cc1cc(NC(=S)NCCc2ccccc2)ccc1Br	?
CCC(C(=O)Nc1cc(F)ccc1F)n1nc(-c2ccccc2)ccc1=O (configuration not stated)	38%[activator]

Rewritten with bars between the fields: 6 of the compounds above.
Molecule | ALOX12 inh
O=C(COc1ccc(F)cc1Cl)NCc1cccc(NC(=O)C2CC2)c1 | -15%
CC(C)(O)C#Cc1ccc(CN2CC[C@@H](c3ccc(F)cc3)[C@H](O)C2)s1 | 38%[activator]
CNC(=O)N1CCC(C2CCN(S(=O)(=O)c3ccc4c(c3)CCC4)C2)CC1 (configuration not stated) | ?
Cc1sc(NC(=O)c2cccs2)c(C#N)c1C | ?
Cc1ccc(-c2cc(C(=O)NC3CCC(C)CC3)c3ccccc3n2)cc1C (configuration not stated) | -13%
CCn1nc(C(=O)Nc2cc(S(=O)(=O)N(C)C)ccc2C)c2ccccc2c1=O | ?

The list goes on.
SMILES	ALOX12 inh
CCC(=O)NCCSCc1ccsc1	-45%
O=C1CCN(C(=O)c2cccnc2)CCCC(C(=O)NCCCc2ccccc2)CCN1 (configuration not stated)	41%[activator]
CC(C)c1nn2c(=O)cc(CSCC(=O)Nc3cccc4ccccc34)nc2s1	2%
COC(=O)C1=C(C)Nc2nc3ccccc3n2C1c1ccc(C)cc1 (configuration not stated)	-19%
Cc1cc(C)nc(N2CC3(COCC(=O)N(Cc4cccc(OC(F)(F)F)c4)C3)C2)n1	10%[176 µM]
Cc1noc(-c2cccc(F)c2)c1C(=O)NCCCCc1ccccc1	16%
COc1cccc(CNC(=O)CN2C(=O)NC(c3ccccc3Cl)C3=C2COC3=O)c1 (configuration not stated)	-13%
O=c1[nH]ccn1C1CCN(Cc2ccsc2)CC1	27%[176 µM]
Cn1nc(C(=O)Nc2cc(Cl)ccc2N2CCCCC2)c2ccccc2c1=O	5%
C/C=C/Cn1c(SCC(=O)OCc2ccccc2)nc2c1c(=O)[nH]c(=O)n2C	?
O=S(=O)(c1ccccc1Cl)N1CCC(c2noc(COCC3CC3)n2)CC1	25%
CCC(C)(C)C1CCC(NC(=O)Cc2cc(OC)c(OC)c(OC)c2)CC1 (configuration not stated)	5%
COc1ccc(NC(=O)Cn2c(-c3ccc(F)cc3)nc(C)cc2=O)c(OC)c1	13%
C[C@@H](NCC1CCCCC1)c1onc(-c2ccc(F)cc2)c1C(=O)O	?
CCS(=O)(=O)N1CC2(CN(Cc3ccc4c(c3)OCO4)[C@@H](CO)c3[nH]c4cc(OC)ccc4c32)C1	14µM*
COc1ccc(Nc2n[nH]c(C(O)c3cccc(C(F)(F)F)c3)n2)cn1 (configuration not stated)	69%[activator][176 µM]
CC[C@H]1CN(S(=O)(=O)c2c(C)noc2C)CC[C@H]1CC(=O)N(C)CC#N	0%[176 µM]
CC(C)c1ccc(NC(=O)C2CCN(C(=O)c3ncn4c3COC(c3ccccc3)C4)CC2)cc1 (configuration not stated)	37%[activator]
O=c1c(-c2ccccc2)nc2ccccc2n1C(c1ccccc1)c1nc2ccccc2[nH]1 (configuration not stated)	0%
c1cc(CNCc2ccc3c(c2)OCO3)c2cc[nH]c2c1	0%
COc1ccccc1N1CCN(CC[C@@H]2CC[C@H](O)[C@@H](C(=O)NC(C)C)O2)CC1	0%[176 µM]
COc1ccc(-c2ccnc3nc(Cc4ccc(F)cc4)nn23)cc1OC	24%
CCN1CCN(CCOc2ccc3c(C)c(-c4ccc(OC)c(OC)c4)c(=O)oc3c2)CC1	?
CCn1ncc(N2CCCC(CC(=O)NC3CCCCC3)C2)cc1=O (configuration not stated)	-1%
CCOc1ccc(NC(=O)Cn2ccn3nc(-c4ccccc4)c(CO)c3c2=O)cc1	19%
N#C/C(=C\c1ccc(OCc2cccc(C(=O)O)c2)cc1)C(=O)N1CCOCC1	1%
COc1ccc(/C=C/C(=O)NCC(F)(F)F)cc1	35%[activator]
O=C(Nc1ccc(Cl)cc1Cl)c1cn2c(n1)CN(C(=O)c1ccccc1)CC2	0%[6.33 µM]
COc1cccc(-c2cc(-c3cn[nH]c3)c3cncn3c2)c1	-5%[176 µM]
Cc1ccc(C(=O)N2C[C@@H](Oc3cccnc3)C[C@H]2C(=O)N2CCCC2)s1	20%
Cc1cc(NC(=O)c2nc3ccccc3nc2NCc2ccccc2)ccc1Br	-9%
Cc1nn(-c2ccc(C(C)(C)C)cc2)c(C)c1[C@@H]1C=C[C@@H](NC(=O)Nc2ccccc2)C1	29%[176 µM]
OC1CC(c2cc(NCCc3nc(Cc4ccccc4)no3)ncn2)C1 (configuration not stated)	-4%
CC(C)CNC(=O)CNC(=O)CC1CCCCC1	?
CCCCCCC(C)NCc1cccc2ccccc12 (configuration not stated)	?
CCCN1CCC(N2CCC(N3CCC(C(=O)NCc4cccnc4)CC3)CC2)CC1	38%[activator]
Nc1nc(C2CC(O)C2)cc(N2CCC(Cc3ccc(F)cc3)CC2)n1 (configuration not stated)	?
